Assay outcomes from PubChem.
Pf Dd2 inh: Plasmodium falciparum Dd2 growth inhibition | P. falciparum Dd2 growth, SYBR Green, 72 h | Potency, µM (series often up to 28.9 µM), inactives show at the top dose activity, negative = inhibition, hits mostly inhibitors | actives 4.3% (n = 120,000); active = well fitted inhibition curve with a large enough effect; inconclusive = small, poorly fitted or top-dose-only effect; inactive = no such curve, though single readings can be large or run the other way;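 note: plate controls were DMSO vehicle for no effect and reference drug for full effect; nearly all actives have a fitted effect of over 65% in size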
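Infected erythrocytes (Dd2, 0.3% parasitemia, 2.5% hematocrit final) are added to compound in RPMI-1640/Albumax II medium, grown 72 h at 37C in low oxygen, then lysed with saponin/Triton-X containing SYBR Green and read by fluorescence.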
Numbers without * were called inactive; i = inactive; u = inconclusive; & = joins results of further samples; [ ] = dose if it differs, or a comment. Potency is the fitted concentration of half-maximal effect. A portion of the library, so the mix of outcomes need not match the whole.

SMILES	Pf Dd2 inh
COc1ccc(-c2ccnc3nc(CCc4ccccc4)nn23)c(F)c1	i
CC(C)Oc1cc(F)cc(-c2cc(NCCO)ncn2)c1	-22%
CCN(CC)c1cc(CCC(=O)Nc2ccc(OC)c(OC)c2)ccn1	u
CC(C)c1nc(C(=O)N2CC[C@@](O)(C3CCOCC3)[C@H](C)C2)cs1	-4%
Cc1ccc2oc(=O)c3cc(C(=O)Nc4ccc(F)cc4F)sc3c2c1	37%[activator]
Cc1cccc(CC(=O)N2CCC(c3noc(COCC4CC4)n3)CC2)c1	-11%
COc1cccc(-c2nccn2C2COC3(CCCC3)C2)c1OC (stereo not drawn)	-28%
Fc1ccccc1N1CCN(c2ncnc3onc(-c4ccc(Cl)cc4)c23)CC1	u
CCOC(=O)N1CCc2c(sc3c2c(=O)n(-c2ccc(Cl)cc2)c(=O)n3CC(C)C)C1	17%
Cc1ccccc1-n1nc(CO)c(C(=O)NCCc2ccccc2)n1	34%[activator]
O=S(=O)(c1ccc(OC(F)(F)F)cc1)N1CCC(c2nc3ccccc3s2)CC1	1%
Cc1cccc(-c2nnn3c2nc(NCc2ccc4c(c2)OCO4)c2ccccc23)c1	-21%
CC(C)CC(=O)N1CCn2c(nnc2[C@@H]2C[C@@H](O)CN2Cc2ccccc2)C1	13%
Cc1cc(NCC(C)n2ccnc2)n2nc(C)c(C)c2n1 (stereo not drawn)	-7%
Cc1occc1C(=O)N1C[C@@H](COc2ccccc2)[C@H](C(N)=O)C1	0%
COc1ccc(-c2n[nH]c3c2CC(=O)N(CCOc2ccccc2)C3)cn1	-17%[44.1 µM]
CCCCc1nn(CC(=O)NCc2n[nH]c(C)n2)c(=O)n1CC	-8%
Cc1cccn2c(=O)c(C(=O)N3CCN(c4ccccc4F)CC3)cnc12	-26%
Cc1ccccc1N1CCN(S(=O)(=O)c2nnc(NC(=O)c3ccc(C(C)C)cc3)s2)CC1	i
Cc1cnccc1N1CCCN(C(=O)Cn2ccnc2-c2ccccc2)CC1	21%
COc1cccc(C(=O)NCCc2sc(-c3cccc(C)c3)nc2C)c1	20%
O=[S+]1([O-])NC2(CCN(Cc3ccccn3)C2)CNc2ccccc21 (stereo not drawn)	u
CCc1ncc(-c2c(-c3ccccc3)ncn2CCNc2cccnc2)cn1	u
Cc1cc(OC2CN(Cc3ccsc3)C2)ccc1F	i
COc1ccc(NC(=O)N2C[C@@H]3C[C@H](C2)c2ccc(NC(=O)c4ccc(C#N)cc4)c(=O)n2C3)cc1	-15%
COC(=O)[C@@H]1Cc2ncn(Cc3ccc(OC)cc3)c2CN1S(C)(=O)=O	u
Cc1ccc(C2Cn3nnc(C(=O)N4CCC(C(=O)NC5CCCCCCC5)CC4)c3CO2)cc1 (stereo not drawn)	-15%
O=C(NC1CCCN(c2cc(-c3ccc(Cl)cc3)[nH]n2)C1)c1ccc2c(c1)OCO2 (stereo not drawn)	i
CN1C(=O)CO[C@H](c2ccc(NS(=O)(=O)Cc3ccccc3)cc2)[C@H]1CO	-13%[44.1 µM]
c1ccc(CN2C[C@H](c3ccc4c(c3)OCO4)[C@@H]3[C@H]2C2CCN3CC2)nc1	u
COc1cc(NC(=O)CC(c2ccc(C)cc2)N2Cc3ccccc3C2=O)cc(OC)c1 (stereo not drawn)	i
Cc1ccc(C#N)c(N2CCN(C3CCCC3)C(CCO)C2)n1 (stereo not drawn)	-20%
Cc1ccc(S(=O)(=O)N2CCn3c(nn(CC4CC4)c3=O)C2)c(C)c1	-17%
Cc1cc(C)n(CCNC(=O)c2ccc3c(c2)[nH]c(=O)n3C2CCC(O)CC2)n1 (stereo not drawn)	-8%
O=C(CCCc1nc(-c2ccccc2)no1)Nc1cc(C(F)(F)F)cc(C(F)(F)F)c1	-9%
Fc1cccc(-c2cnc([C@@H]3COCCN3Cc3ccccc3)[nH]2)c1	u
c1cc(N2CCOCC2)ccc1-c1cc(-c2cn[nH]c2)c2cncn2c1	u
CC(=O)NC1CC2(CCN(C(=O)c3c(C)noc3C)CC2)c2ccccc21 (stereo not drawn)	23%
CCCCCCNC(=O)CCc1c(C)nc2nc(-c3cc(OC)cc(OC)c3)nn2c1C	u
CCSc1nc(-c2ccc(OC)cc2)nc2c1Cc1c(CO)cnc(C)c1O2	u

5 compounds already listed, sorted by formula weight, descending:
SMILES	Pf Dd2 inh
O=C(CCCc1nc(-c2ccccc2)no1)Nc1cc(C(F)(F)F)cc(C(F)(F)F)c1	-9%
Cc1cc(C)n(CCNC(=O)c2ccc3c(c2)[nH]c(=O)n3C2CCC(O)CC2)n1 (stereo not drawn)	-8%
CC(=O)NC1CC2(CCN(C(=O)c3c(C)noc3C)CC2)c2ccccc21 (stereo not drawn)	23%
Cc1ccc(S(=O)(=O)N2CCn3c(nn(CC4CC4)c3=O)C2)c(C)c1	-17%
c1cc(N2CCOCC2)ccc1-c1cc(-c2cn[nH]c2)c2cncn2c1	u

Next part.
SMILES	Pf Dd2 inh
Cc1ccc(Cn2c(C3CCN(C(=O)c4ccc(C)c(F)c4)CC3)n[nH]c2=O)cc1	u
Cc1ccccc1NC(=O)N1CCC(CCNC(=O)c2ccsc2)CC1	-12%
O=C(NC1CC1)c1ccc2c(c1)CC(=O)N2Cc1ccc(F)cc1	u
CCOC(=O)c1cnc2ccc(C(=O)OC)cc2c1Nc1ccccc1CC	u
O=C(Nc1ccc2c(c1)CN(CCc1ccc(F)cc1)C(=O)CO2)c1c(F)cccc1F	i
COc1cn(CC(=O)Nc2ccc(C)cc2C)c(CN2CCCCC2)cc1=O	84%[activator]
CCS(=O)(=O)c1c(Nc2cc(C)ccc2C)sc(C(=O)c2ccccc2)c1N	-21%
Cc1cc(C)cc(NS(=O)(=O)c2ccc3[nH]cc(C(=O)N4CCCC4)c(=O)c3c2)c1	-2%
O=C(NCC(c1cccnc1)N1CCc2ccccc2C1)C(=O)Nc1cccc(Cl)c1 (stereo not drawn)	u
Cc1cccc(C(=O)Nc2ccccc2-c2nc(-c3ccccc3)no2)c1	37%[activator]
O=C(CN1C(=O)NC(c2ccccc2Cl)C2=C1COC2=O)Nc1cc(F)ccc1Cl (stereo not drawn)	-21%
COc1ccc(Cn2c(=O)c3oc4ccccc4c3n(Cc3cccc(C(F)(F)F)c3)c2=O)cc1	u
O=C(c1cccnc1OC1CCN(C(=O)C2CC2)C1)N1CCOCC1 (stereo not drawn)	15%
Cn1c(Cn2cccn2)nnc1C1CC(NC(=O)CN2CCCC2=O)C1 (stereo not drawn)	-3%
Cn1cnnc1CC1CCN(Cc2nc3ccccc3n2C)CC1	3%
COc1cccc(CN2C(=O)CCCCC2C(=O)NCCc2c[nH]c3ccc(OC)cc23)c1 (stereo not drawn)	u
C=C[C@H]1CN2CC[C@H]1C[C@@H]2CNC(=O)C(N)=O	-4%[44.1 µM]
Cc1ccccc1-c1nc(N2CCOCC2)cc2c1CN(Cc1ccccc1)C2=O	61%[activator][44.1 µM]
O=C(CC1CCCCC1)N1CCC(n2cc(-c3nc(-c4ccccc4)no3)nn2)CC1	i
Cc1nn(C(=O)COc2ccccc2)c(C)c1Sc1ccccc1	-9%
COC(=O)c1cccc(-c2nc(C3CC(=O)N(c4ccc(F)cc4)C3)no2)c1 (stereo not drawn)	3%
NCCCC(=O)N1CCCC(N2CCN(c3cccc(Cl)c3)CC2)C1 (stereo not drawn)	-11%
COC(=O)c1cc2n(n1)CCCN(C(=O)c1cc(-c3ccccc3O)n[nH]1)C2	-13%
O=C(c1cccnc1OC1CCN(S(=O)(=O)c2ccccc2F)C1)N1CCOCC1 (stereo not drawn)	i
CN1CC(=O)N(C2CCNC2)Cc2c(NCC3(O)CCCCC3)ncnc21 (stereo not drawn)	1%
C[S+](=O)([O-])N1Cc2ccccc2OC2(CCN(C(=O)Cc3cccc(O)c3)CC2)C1	13%
Cc1ccc(CN2C(=O)[C@@H]3C[C@@H](O)CN3C3(CN(CC4CCCCC4)C3)C2=O)o1	u
CCC(=O)Nc1ccc(C2(C(=O)NCC3CC3)CCCCC2)cc1	-14%
COc1ccc(CNC(=O)CC2CCCCN(Cc3ccccc3)C2=O)cc1 (stereo not drawn)	i
CCNC(=O)N1CC[C@H]2CC(=O)N(Cc3cccnc3)CC[C@H]2C1	45%[activator][44.1 µM]

Fetched one by one from the entries so far (7):
SMILES	Pf Dd2 inh
NCCCC(=O)N1CCCC(N2CCN(c3cccc(Cl)c3)CC2)C1 (stereo not drawn)	-11%
COC(=O)c1cccc(-c2nc(C3CC(=O)N(c4ccc(F)cc4)C3)no2)c1 (stereo not drawn)	3%
CCC(=O)Nc1ccc(C2(C(=O)NCC3CC3)CCCCC2)cc1	-14%
C[S+](=O)([O-])N1Cc2ccccc2OC2(CCN(C(=O)Cc3cccc(O)c3)CC2)C1	13%
CN1CC(=O)N(C2CCNC2)Cc2c(NCC3(O)CCCCC3)ncnc21 (stereo not drawn)	1%
COC(=O)c1cc2n(n1)CCCN(C(=O)c1cc(-c3ccccc3O)n[nH]1)C2	-13%
CCNC(=O)N1CC[C@H]2CC(=O)N(Cc3cccnc3)CC[C@H]2C1	45%[activator][44.1 µM]

The results go on:
SMILES	Pf Dd2 inh
O=C([C@@H]1C[C@H](F)CN1C(=O)Nc1cc(F)cc(F)c1)N1CCCCC1	i
Cc1nc2nc(SCc3c(F)cccc3Cl)nn2c(C)c1Cc1ccccc1	u
CN1C(=O)CCCCC1C(=O)N1CCc2ccccc21 (stereo not drawn)	25%
O=C1Nc2ccc(Br)cc2C(=O)N2CCN(C(=O)c3cccnc3)C[C@H]12	-17%[44.1 µM]
COc1cc(CN(C(=O)c2ccccc2[N+](=O)[O-])c2ccccn2)cc(OC)c1OC	20%
CCS(=O)(=O)N[C@H](Cc1ccccc1)C(=O)N1CCOCCNC(=O)CC1	9%
COc1cc(NC(=O)Cn2nc3n(c2=O)CCCCC3)cc(OC)c1OC	-10%
O=C(c1ccco1)N1CC[C@@H]2COCCN(Cc3ccccc3)[C@@H]2C1	-1%
Cc1cccc(N(CC(O)Cn2c3ccccc3c3ccccc32)S(=O)(=O)c2ccc(F)cc2)c1 (stereo not drawn)	u
Cc1ccc(C(=O)N2CCN(c3nc4ncccc4o3)CC2)cc1	5%&-2%[44.1 µM]
Cc1ccc2nc(N3CCN(C(=O)C4CC4)CC3)sc2c1	33%[activator]
O=C(CCc1nc(-c2cccs2)no1)Nc1cccc([N+](=O)[O-])c1	u
Cc1ccccc1C(=O)N1CC2(Cc3ccccc3N([S+](C)(=O)[O-])C2)C1	-17%
CCc1ccc(NC(=O)CSc2nc(-c3ccccc3Cl)nc3c2Cc2c(CO)cnc(C)c2O3)cc1	u
CCOc1ccccc1NC(=O)c1ccc(F)c(S(=O)(=O)NCc2ccc3c(c2)OCO3)c1	-22%
COc1ccccc1CC(=O)N1CCN(C(=O)c2nnn3c2COC(c2ccc(Cl)cc2)C3)CC1 (stereo not drawn)	-10%
Cc1ccc(C(c2sc3nc(-c4ccco4)nn3c2O)N2CCCCC2)cc1 (stereo not drawn)	7%
Cc1c(Cl)cccc1NC(=O)Cn1cccc1-c1nc(-c2ccccc2)no1	-11%
Cn1nc(C(=O)NCC(=O)N2CCCCCCNC(=O)CC2c2ccccc2)c2ccccc21 (stereo not drawn)	0.63µM*
O=C(NC1CCN(c2cc(-c3ccc(Cl)cc3)[nH]n2)C1)c1ccc2[nH]ccc2c1 (stereo not drawn)	i
O=C(c1ccccc1F)N1CCC2(CC1)C(=O)NCN2Cc1ccc(Cl)cc1	u
CCOc1ccc(S(=O)(=O)Nc2cccc(-c3ccc(OCC)nn3)c2)cc1	-23%
COc1ccccc1-c1cc([C@H]2CN3CC[C@H]2C[C@@H]3COC(=O)Nc2ccc(C(C)C)cc2)n(C)n1	-20%
Cc1nc(-c2cnccn2)n(CC(=O)Nc2cccc(Cl)c2)c(=O)c1C	u
O=C(N[C@@H]1CCC[C@@H]1C(=O)N1CCN(c2ccccn2)CC1)c1ccncc1	u
COCCN1CCOc2nc(-c3ccc(C(=O)N(C)C)cc3)ncc2C1=O	i
O=C(Cc1cccnc1)N1[C@H]2CC[C@@H]1c1cnc(-c3ccc(F)cc3)nc1C2	-15%
Cc1cc(C)c(-c2n[nH]c3c2C(c2ccccc2F)N(Cc2ccco2)C3=O)c(O)c1 (stereo not drawn)	4µM*
COc1ccc(C2Cn3nnc(C(=O)N4CCN(C(=O)c5cccc(F)c5)CC4)c3CO2)cc1 (stereo not drawn)	-12%
CC(C)n1nc(OC(C)(C)C(=O)NC2CCC(O)CC2)c2cc(CN3CCOCC3)ccc21 (stereo not drawn)	19%
COc1ccc(-c2n[nH]c3c2CC(=O)N(c2ccccc2)C3)cn1	35%[activator][44.1 µM]
O=C1COc2cc(S(=O)(=O)CCC(=O)N3CCN(c4ccccc4)CC3)c(Cl)cc2N1	-11%
O=S(=O)(c1ccc(Br)cc1)c1nnn2c1nc(Nc1cccc(C(F)(F)F)c1)c1sccc12	u
CNC(=O)c1cc(-c2ccc([S+](C)(=O)[O-])cc2)cc2c1OCCN2Cc1cccnc1	u
Cc1ccc(C(=O)Nc2cccn3nc(C4CCC4)nc23)cc1C	i
CCN1C(=O)C2CC3(CCN(C(=O)c4cc5ccc(OC)cc5[nH]4)CC3)CN2C1=O (stereo not drawn)	-28%
CCOc1cc(C(=O)Nc2ccc(-c3nc4cc(Cl)ccc4o3)cc2)cc(OCC)c1OCC	u
O=C(c1ccccc1C(F)(F)F)N1CCOc2ccc(CN3CCOCC3)cc2C1	-24%
COc1cccc(CN2Cc3cc(NC(=O)c4cccs4)ccc3OCC2=O)c1	i
Cc1ccc(Nc2c(-c3ccc(C)cc3)nc3ccc(C)cn23)cc1	u
CCCOc1nccnc1NC1CCN(C(=O)c2ccsc2)CC1	13%[5.79 µM]
COc1ccc(CC(=O)NCc2ccc3c(c2)CCN3C(=O)c2ccc(Cl)cc2)cc1OC	i
